A3G deaminase = APOBEC3G (human) deaminase inhibition; inhibition, % at 20 µM; actives 0.28% (n = 330,000); recombinant A3G, ssDNA deamination FAM/TAMRA fluorescence; Q9HC16;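 active = inhibition of at least 40% at 20 µM, with no more than 30% in the related APOBEC3A deaminase screen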;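 also: plate controls were DMSO wells with A3G for no effect and wells lacking A3G enzyme for full effect; some compounds called inactive have numbers as strong as hits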
Target sequence (Q9HC16 whole entry, looked up): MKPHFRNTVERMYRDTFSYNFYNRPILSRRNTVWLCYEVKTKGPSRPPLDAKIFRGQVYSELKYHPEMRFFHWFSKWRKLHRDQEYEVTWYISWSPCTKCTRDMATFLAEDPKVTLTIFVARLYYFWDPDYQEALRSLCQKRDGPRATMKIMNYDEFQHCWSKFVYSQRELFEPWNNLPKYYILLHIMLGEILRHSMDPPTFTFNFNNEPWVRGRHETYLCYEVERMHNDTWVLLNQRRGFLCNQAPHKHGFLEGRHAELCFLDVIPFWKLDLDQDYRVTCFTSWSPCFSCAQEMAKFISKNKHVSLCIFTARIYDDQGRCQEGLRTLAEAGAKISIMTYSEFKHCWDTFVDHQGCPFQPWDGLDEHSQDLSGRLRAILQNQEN
mIAP activ = mouse IAP activation | actives 0.24% (n = 330,000) | muIAP, CDP-Star luminescence, 30 min; active compounds read high; 1 = vehicle-only enzyme signal, 0 = enzyme-free wells | activation factor at 10 µM;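 active = activation factor of at least 2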; also: the source names both 10 and 20 µM as test concentration; values of inactives mirror those of a sister screen read the other way
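System: Mouse IAP enzyme | Also added: CDP-Star substrate | Dosing: Compounds dispensed in DMSO | Schedule: 30 min enzyme-substrate-compound incubation at room temperature | Technique: Chemiluminescence readout | Control set: DMSO-only wells and no-enzyme negative control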
mIAP inh = blocks mouse intestinal alkaline phosphatase; purified mouse IAP, CDP-Star luminescence, 30 min; inhibition, % at 10 µM; actives 0.2% (n = 330,000);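 active = inhibition of at least 40% at 10 µM in the primary screen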;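 also: plate controls were DMSO with enzyme for no effect and no enzyme wells for full effect; values of inactives mirror those of a sister screen read the other way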
NLRP3 yeast inh = blocks the NALP3 inflammasome reconstituted in yeast. Yeast reconstituted NLRP3/ASC/caspase-1, beta-gal luminescence, 24 h. inhibition, % at 10 µM. actives 0.39% (n = 330,000);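 active = inhibition of 50% or more; inactive = inhibition below 50%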;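 also: plate controls were induced DMSO wells for no effect and uninduced yeast grown without galactose for full effect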
TIM10 inh = TIM10 yeast growth inhibition | S. cerevisiae TIM10 strain growth, BacTiter-Glo luminescence, 24 h | inhibition, % at 10 µM | actives 1.4% (n = 330,000) | AID 463195;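 active = inhibition of 40% or more at the single tested concentration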;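 also: wild-type TIM10 isogenic control strain grown at permissive 25 °C; 0% = DMSO yeast wells and 100% = minimal medium wells without yeast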
tim10-1 inh = inhibits growth of tim10-1 mutant yeast; S. cerevisiae tim10-1 ts strain growth, BacTiter-Glo, 24 h; inhibition, % at 20 µM; actives 2.2% (n = 330,000); AID 463190;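 active = inhibition of at least 40%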;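 also: mutant grown at 25 °C; 0% = DMSO wells with yeast and 100% = wells holding no yeast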
beta cell repl = inducers of beta-cell replication in MIN6 cells | AID 2380 | actives 0.29% (n = 330,000) | proliferation, % at 10 µM | MIN6 cells proliferation, ATPlite luminescence, 48 h; cells starved in 0.2% serum; 100% = growth in 10% serum;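 active = compounds whose signal lies at least 3.5 SD above the mean of all wells on their plate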;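 also: 0% = DMSO-treated cells in low-serum medium and 100% = 10% serum control; some compounds called inactive have numbers as strong as hits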
hIAP block = blocks human intestinal alkaline phosphatase; actives 0.12% (n = 330,000); P09923; inhibition, % at 10 µM; purified IAP, CDP-Star luminescence, 30 min;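 active = inhibition reaching a set limit with compound at 10 µM in the primary screen, cut at about 35% in these data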;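 also: plate controls were DMSO wells with enzyme for no effect and no-enzyme buffer wells for full effect; values of inactives mirror those of a sister screen read the other way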
Target sequence (P09923 whole entry, looked up): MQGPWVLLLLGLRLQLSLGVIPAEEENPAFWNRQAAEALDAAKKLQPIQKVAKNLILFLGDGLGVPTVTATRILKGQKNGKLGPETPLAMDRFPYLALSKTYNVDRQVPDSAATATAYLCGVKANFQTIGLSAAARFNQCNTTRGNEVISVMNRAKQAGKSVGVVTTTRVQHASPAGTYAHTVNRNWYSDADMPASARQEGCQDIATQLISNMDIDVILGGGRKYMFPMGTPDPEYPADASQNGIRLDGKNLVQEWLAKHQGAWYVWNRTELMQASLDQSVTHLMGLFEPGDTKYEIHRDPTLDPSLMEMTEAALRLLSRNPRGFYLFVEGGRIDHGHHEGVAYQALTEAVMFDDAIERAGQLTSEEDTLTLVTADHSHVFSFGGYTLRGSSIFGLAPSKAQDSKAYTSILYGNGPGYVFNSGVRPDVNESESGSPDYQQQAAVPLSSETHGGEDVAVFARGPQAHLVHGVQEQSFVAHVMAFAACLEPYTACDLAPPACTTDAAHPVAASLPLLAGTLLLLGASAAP
APOBEC3A inh = inhibitors of human APOBEC3A DNA deaminase; recombinant A3A, FAM/TAMRA ssDNA deamination fluorescence; actives 0.41% (n = 330,000); inhibition, % at 20 µM; AID 493011;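 active = at least 40% inhibition at 20 µM here, with at most 30% in a related deaminase screen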;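 also: plate controls were A3A with DMSO for no effect and wells lacking A3A enzyme for full effect; some results filed as inactive read as strong as hits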
The depositor's hits bear a star. Random draw from the library. About 4.6% of those tested had a hit in this group.

SMILES	A3G deaminase	mIAP activ	mIAP inh	NLRP3 yeast inh	TIM10 inh	tim10-1 inh	beta cell repl	hIAP block	APOBEC3A inh
COc1ccc(/C=N/NC(=O)c2ccncc2)cc1Cn1nc([N+](=O)[O-])c(Br)c1C	-5	0.96	4	14	13	9	-3	23	3
COc1ccc(N2C(=S)NC3CS(=O)(=O)CC32)cc1 (stereo not given)	-5	1.1	-6	4	-18	-4	-4	-6	-4
CC(=O)N1CCN(C(=O)CSc2cc(C)c(Br)cc2C)CC1	-3	1	-4	9	6	2	-3	-65	-2
COCCn1c(Cc2ccccc2)nnc1SCC(=O)Nc1cc(C)on1	-3	0.94	6	8	-8	7	1	-8	2
COc1cccc(NC(=O)CCNS(=O)(=O)c2cccc3nonc23)c1	-7	1	-4	8	12	-22	-1	-13	0
NNC(=O)C1CC(O)CN1S(=O)(=O)c1ccc2ccccc2c1 (stereo not given)	-7	1	0	9	-1	-2	0	-4	0
O=C(c1cc2ccccc2cc1O)N1CCCC1	-4	0.98	2	26	12	-2	-4	1	4
CCOc1cc(/C=C(\C#N)C(=O)Nc2cccc(C(=O)O)c2)cc(Br)c1OC(=O)c1ccc(OC)cc1	-7	0.95	5	8	6	35	-6	20	-5
CCCNC(=O)CN(CCc1ccccc1)S(C)(=O)=O	-8	0.9	10	0	-7	3	1	-2	0
Cc1ccc(NC(=O)COC(=O)c2ccc(OCc3c(C)noc3C)cc2)cc1S(=O)(=O)N1CCOCC1	-7	1.1	-11	12	14	-6	-2	12	-1
Cc1ccnc(NC(=O)C2CCN(S(=O)(=O)c3cccc(C(F)(F)F)c3)CC2)c1	4	1	-1	20	5	19	-1	5	1
COC(=O)c1cc(-c2cccs2)nc2ccccc12	-5	1	0	26	8	23	-3	19	-2
CCOc1ccccc1NC(=O)CN1CCC(C(=O)c2ccc(OC)cc2)CC1	-3	1.1	-7	5	-13	11	-1	-10	-3
COc1cc(-c2nnc(SCC(=O)N(Cc3ccccc3)C(C)(C)C)o2)cc(OC)c1OC	0	0.93	7	12	10	3	-3	3	1
Cc1[nH]c2ccccc2c1C(=O)COC(=O)C1CC(=O)N(Cc2ccco2)C1 (stereo not given)	-3	1.1	-6	15	-16	9	-2	5	-1
O=C(NCCSc1ccc(Br)cc1)c1ccccc1	-5	1	-2	33	-2	3	-2	7	1
COc1cc(C(=O)OC(C)CN2CCCCC2)cc(OC)c1OC (stereo not given)	-4	1.1	-11	21	-15	9	-1	10	-3
CCCn1c(SCC(=O)Nc2cccc(C(=O)OCC)c2)nnc1-c1ccoc1C	-1	0.94	6	4	11	34	-1	-9	1
O=C1OC2(O)C3C4C=CC(C4)C3C(=O)N2c2ccccc21 (stereo not given)	-7	0.96	4	2	-3	0	-2	-3	-1
O=C(COc1ccc(C(=O)O)cc1)Nc1cccc(C(F)(F)F)c1	-3	0.94	6	11	-12	6	-2	-6	2
CCOc1ccc(-c2nnc(SCC(=O)NC(C)(C)C)nc2-c2ccc(OCC)c(OC)c2)cc1OC	-4	0.93	8	5	13	4	-1	15	2
CCn1c(CNC(=O)Cc2ccc(OC)cc2)nnc1SCC(=O)Nc1nccs1	-5	0.98	2	10	17	24	-3	-11	-2
Cc1cc(NC(=O)CCC(=O)N(Cc2ccco2)C(C(=O)NC2CCCC2)c2ccc(F)cc2)no1 (stereo not given)	0	1	0	11	-7	16	0	-9	-2
COc1ccc(NC(=O)CN(C)C(=O)CSc2ccc3c(c2)OCCO3)cc1	-22	0.9	10	18	-4	-1	3	8	-1
Cc1cc(C)n(CCNc2nc3nonc3nc2N2CCCCC2)n1	-1	1	-2	11	-5	1	3	0	0

Overlap with the part before: four compounds, followed by the next part.
SMILES	A3G deaminase	mIAP activ	mIAP inh	NLRP3 yeast inh	TIM10 inh	tim10-1 inh	beta cell repl	hIAP block	APOBEC3A inh
CCn1c(CNC(=O)Cc2ccc(OC)cc2)nnc1SCC(=O)Nc1nccs1	-5	0.98	2	10	17	24	-3	-11	-2
Cc1cc(NC(=O)CCC(=O)N(Cc2ccco2)C(C(=O)NC2CCCC2)c2ccc(F)cc2)no1 (stereo not given)	0	1	0	11	-7	16	0	-9	-2
COc1ccc(NC(=O)CN(C)C(=O)CSc2ccc3c(c2)OCCO3)cc1	-22	0.9	10	18	-4	-1	3	8	-1
Cc1cc(C)n(CCNc2nc3nonc3nc2N2CCCCC2)n1	-1	1	-2	11	-5	1	3	0	0
CC1CCc2ccc(F)cc2N1S(=O)(=O)c1cccs1 (stereo not given)	-2	1	-1	-39	9	18	-2	1	-2
COc1ccc(C(=O)CSc2ccccc2C(=O)O)cc1	-4	0.95	5	-10	4	6	-1	-21	-1
CCN(Cc1nc2cc(Cl)ccc2c(=O)[nH]1)C(=O)C1CC(=O)N(c2cccc3ccccc23)C1 (stereo not given)	-8	0.92	8	21	4	15	2	5	15
c1ccc(-c2nc3cccnc3nc2-c2ccccc2)cc1	-8	1	0	7	-1	11	-3	-2	-1
COc1cc2c(cc1NC(=O)CN1CCN(S(=O)(=O)c3ccccc3F)CC1)oc1ccccc12	-7	0.94	6	21	-13	-13	0	-24	-4
Cn1nc(C(=O)Nc2cccc(S(=O)(=O)N3CCCC3)c2)c2ccccc2c1=O	-3	1	-3	7	10	8	-3	2	12
CN(CC(=O)Nc1ccccc1F)Cc1cccs1	-2	0.97	3	14	3	6	1	6	1
Cn1nnnc1SCc1ccccc1F	-4	0.95	4	-11	-7	19	3	8	-4
Cc1cccc(N2CCN(C(=O)c3ccccc3NC(=O)C3CCCCC3C(=O)O)CC2)c1 (stereo not given)	-6	1.1	-7	2	12	11	0	4	-4
CC(=O)c1ccc(NC(=O)CNC2CCCCC2)cc1	1	1.1	-7	4	-15	7	-6	-8	-3
Cc1cc(C)c(S(=O)(=O)N(CC(=O)N2CCCC2)C2CCCCC2)c(C)c1	-3	0.98	2	-1	43*	40*	2	9	3
O=C(O)C[C@H]1c2cc(F)ccc2S(=O)(=O)N1C1CCCCC1	0	0.99	1	10	3	0	3	-5	2
CCOC(=O)c1ccc(-n2ncc(C(=O)OCC)c2N)cc1	-7	0.91	9	24	0	8	-2	1	-4
CCN(CC)S(=O)(=O)c1ccc(Cl)c(C(=O)OC)c1	-1	0.85	15	6	-8	2	-2	1	7
CN(CC(=O)Nc1cc(S(=O)(=O)N2CCCC2)ccc1Cl)Cc1cccs1	-4	0.96	4	-8	6	11	-3	4	1
O=C(c1csc(Nc2cccc3ccccc23)n1)N1CCCC1	-6	1	-2	2	-13	2	2	-16	-3
COc1ccc(/C=N/n2cnn(Cc3ccccc3Cl)c2=S)cc1OC	-3	0.96	4	-2	18	40	1	-4	-1
N#C/C(C(=O)N1CCOCC1)=C1/SC(Cc2ccc(F)cc2)C(=O)N1c1ccccc1 (stereo not given)	-3	0.97	3	8	9	21	-3	-28	0
O=C(Nc1ccccc1)C(Cc1ccccc1)NC(=O)C12CC3CC(CC(C3)C1)C2 (stereo not given)	-8	1	-4	9	4	4	-3	-4	-3
COc1ccc(Cl)cc1NC(=S)N(Cc1ccc(C(=O)O)cc1)Cc1ccc(OC)c(OC)c1	-4	0.99	1	2	10	32	-2	1	-3
Cc1ccccc1-n1c(SCC(=O)Nc2c(C)cccc2C)nc(O)cc1=O	-2	0.94	6	19	-8	14	0	3	2
CC(C)C(=O)NNC(=O)CN1CCN(c2nc(-c3ccccc3)cs2)CC1	-8	0.98	2	4	11	11	0	-57	0
COc1ccc(/C=C/C(=O)OCC(=O)NCCC2=CCCCC2)cc1S(=O)(=O)N1CCOCC1	-7	1	-1	8	-3	2	-1	0	-3
COc1ccccc1N1CCN(C(=O)COc2cc(C)cc3oc(=O)cc(C)c23)CC1	-6	1	-4	4	7	3	1	-18	5
CCC(C)NC(=O)C1CCN(S(=O)(=O)N2CCCC2)CC1 (stereo not given)	-6	1	-3	9	7	14	-1	-11	0
SMILES	A3G deaminase	mIAP activ	mIAP inh	NLRP3 yeast inh	TIM10 inh	tim10-1 inh	beta cell repl	hIAP block	APOBEC3A inh
COc1ccc(C(=O)NCC(=O)OCC(=O)c2cc(OC)c(OC)c(OC)c2)cc1OC	-5	1.1	-6	19	12	-6	-1	-47	-4
Cc1ccc(-c2c(C)n([O-])c3c([n+]2=O)CCCCC3)o1	-5	1	-1	0	-13	-2	-2	-24	0
Cc1ccc2sc(N(CCN(C)C)C(=O)c3ccc(S(=O)(=O)N4CC(C)OC(C)C4)cc3)nc2c1C (stereo not given)	2	0.89	11	11	29	40*	-5	5	0
COc1ccccc1/C=C/CN1CCCC(CO)(Cc2cccc(Cl)c2)C1 (stereo not given)	2	1	0	2	24	10	-6	14	8
Cc1ccc(OCC(O)CNC(C)c2ccccc2)cc1C (stereo not given)	-6	1	0	10	2	-3	-1	-21	-6
CCN(c1ccccc1)S(=O)(=O)c1ccc(OCc2c(C)noc2C)cc1	-5	1.1	-9	13	11	23	0	5	-2
Cc1csc(SC(C)C(=O)NCC(=O)Nc2ccc(F)c(F)c2F)n1 (stereo not given)	-14	0.9	10	-5	2	4	-1	6	2
Cc1cccc(NC(=O)NNC(=O)CCc2ccccc2)c1	-2	1	0	9	-1	-13	-5	-25	28
COc1ccc(/C(N)=N/OC(=O)CCC2CCCC2)cc1OC	-4	0.95	4	8	9	46*	1	2	2
COc1ccc(CSCCN)cc1Cl	-2	1.1	-15	68*	18	7	-3	7	0
COc1ccc(N2CCN(Cc3nc4cc(Cl)ccc4c(=O)[nH]3)CC2)cc1	-4	0.89	11	0	-6	10	0	2	3
N#CCSCC(=O)Nc1ccccc1	-7	0.97	3	-3	4	2	-2	13	-5
O=C(COc1ncnc2ccc(Br)cc12)NC1CCCC1	-6	0.97	3	9	6	-27	4	6	2
COc1ccc(NC(=O)CN(C)C(=O)/C=C/c2cn(-c3ccccc3)nc2-c2ccc(F)cc2)cc1	5	1.1	-6	39	6	13	-7	-17	7
O=Cc1ccccc1-n1cncn1	-5	1	0	-15	-20	8	1	12	0
CC(=O)NC(=S)Nc1cc(C(=O)O)ccc1Cl	-12	1.1	-15	4	-3	15	1	4	-7
Cc1ccc(S(=O)(=O)N2CCOCC2)cc1NC(=O)CN1CCN(c2ccc(O)cc2)CC1	17	0.92	8	2	2	-3	-4	3	0
Cc1nnc2ccc(N3CCCCC3)nn12	-3	0.99	1	2	17	-1	2	6	-2
CCOC(=O)c1c(CC(C)C)csc1NC=O	-6	1	-1	8	-3	-5	6	-1	-4
Cc1cc(C)n(CC(O)COc2ccc(C(C)C)c(C)c2)n1 (stereo not given)	15	0.93	7	23	22	27	-3	-6	2
COc1ccccc1C(C)NCC(=O)Nc1c(F)cccc1F (stereo not given)	-8	0.97	3	18	20	11	1	-2	1
Cn1cnc([N+](=O)[O-])c1Oc1cccc(O)c1	1	1	-1	-9	7	14	4	-12	0
COc1ccccc1OCC(=O)Nc1cccc(N(C)S(C)(=O)=O)c1	-1	0.9	10	9	3	27	-3	3	2
Cc1cccc(N(C(=O)c2nsc(Cl)c2Cl)C(C(=O)NC2CCCC2)c2ccc(O)cc2)c1C (stereo not given)	-3	0.91	9	-1	17	23	0	-4	0
COc1ccc(-c2cc([N+](=O)[O-])ccc2OCC(=O)N(C)CC(=O)Nc2ccc(C)cc2)cc1	-4	0.91	9	26	14	8	-6	-8	-1
O=C(NC1CCCC1)NS(=O)(=O)c1ccccc1Cl	0	0.95	5	10	-5	1	-3	9	1
COc1ccc(-n2nc(C(=O)NCC(=O)N3CC(C)CC(C)C3)c3ccccc3c2=O)cc1 (stereo not given)	-4	0.98	2	17	17	34	0	6	1
